PHOSPHO1 block – inhibitors of human PHOSPHO1 phosphatase. Q8TCT1. recombinant PHOSPHO1, absorbance phosphatase assay. inhibition, % at 13.3 µM. 290,000 tested, 1.1% active. AID 1565; in the data active means inhibition above about 60%
Target sequence (Q8TCT1 whole entry, looked up): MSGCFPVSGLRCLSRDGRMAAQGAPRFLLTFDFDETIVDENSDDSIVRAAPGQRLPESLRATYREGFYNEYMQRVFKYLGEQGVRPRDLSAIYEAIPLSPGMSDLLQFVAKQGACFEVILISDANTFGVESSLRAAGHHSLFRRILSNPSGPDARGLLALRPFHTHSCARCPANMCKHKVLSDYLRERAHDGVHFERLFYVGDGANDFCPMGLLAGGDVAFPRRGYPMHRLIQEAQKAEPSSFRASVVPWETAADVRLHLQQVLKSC
GalR3 antag – human GalR3 antagonism. O60755. HEK293 GalR3-CNG cAMP membrane potential fluorescence; galR3 body fused to GalR1 C-terminus. inhibition, % at 3 µM. 360,000 tested, 0.44% active;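 active means inhibition above the screen-wide average plus 3 SD, cut at about 13% in these data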;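 further: forskolin and galanin both at EC90 stimulate the cells; cAMP rise reported by CNG channel membrane potential dye signal; 0% = forskolin plus galanin with DMSO and 100% = forskolin alone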
Target sequence (O60755 1-299 limits assumed): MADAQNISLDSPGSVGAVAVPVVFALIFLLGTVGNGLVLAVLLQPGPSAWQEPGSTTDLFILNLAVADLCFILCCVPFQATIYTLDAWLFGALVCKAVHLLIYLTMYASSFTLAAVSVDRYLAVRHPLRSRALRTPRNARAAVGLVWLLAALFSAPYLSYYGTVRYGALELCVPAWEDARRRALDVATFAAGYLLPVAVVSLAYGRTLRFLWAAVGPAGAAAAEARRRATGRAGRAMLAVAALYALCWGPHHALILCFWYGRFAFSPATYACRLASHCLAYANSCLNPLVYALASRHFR
MEKK3 PB1 HTS – raises or lowers MEK5 binding to the human MEKK3 PB1 domain | Q99759 | bead-based flow cytometry, Alexa488-MEK5 binding to MEKK3; actives lie on both sides; 0 = blocked by unlabeled MEK5, 100 = vehicle | binding response (% of control), % at 10 µM | 290,000 tested, 1.4% active | AID 1529;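 active means binding response more than 3 SD above or below the average of its plate-row segment, actives on both sides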;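 further: Alexa488 bead fluorescence after subtracting the streptavidin-only scavenger bead signal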
CRFBP-R2 agonist – agonists of human CRF-binding protein/CRF-R2 receptor complex; HEK293 CRF-R2/CRF-BP, calcium dye fluorescence (FLIPR); percent of saturating CRF peptide response; activation, % at 13.2 µM; 350,000 tested, 0.46% active; AID 588473;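 active means activation of at least 50%, plus an integration ratio under a set limit after plate pattern correction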;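 further: plate controls were neutral control wells without compound for no effect and CRF at EC100 for full effect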
CRFBP-R2 block – blocks CRF-induced signaling of the CRF-BP/CRF-R2 complex; HEK293 CRF-R2/CRF-BP, CRF-induced calcium fluorescence; inhibition, % at 11.8 µM; 350,000 tested, 0.59% active; AID 588475;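 active means inhibition of the ligand-induced calcium signal above about 50% at the single tested concentration, limit read from the data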
M4 PAM – potentiates acetylcholine response at human M4 receptor; CHO-K1 hM4/Gqi5, Fluo-8 calcium fluorescence, ACh EC20; 0% = ACh EC20, 100% = maximal ACh; activation, % at 3 µM; AID 624126; P08173; 360,000 tested, 0.4% active;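 active means activation above its plate's cutoff, the mean activation of sample wells plus 3 SD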; further: some results filed as inactive read as strong as hits
Target sequence (P08173 whole entry, looked up): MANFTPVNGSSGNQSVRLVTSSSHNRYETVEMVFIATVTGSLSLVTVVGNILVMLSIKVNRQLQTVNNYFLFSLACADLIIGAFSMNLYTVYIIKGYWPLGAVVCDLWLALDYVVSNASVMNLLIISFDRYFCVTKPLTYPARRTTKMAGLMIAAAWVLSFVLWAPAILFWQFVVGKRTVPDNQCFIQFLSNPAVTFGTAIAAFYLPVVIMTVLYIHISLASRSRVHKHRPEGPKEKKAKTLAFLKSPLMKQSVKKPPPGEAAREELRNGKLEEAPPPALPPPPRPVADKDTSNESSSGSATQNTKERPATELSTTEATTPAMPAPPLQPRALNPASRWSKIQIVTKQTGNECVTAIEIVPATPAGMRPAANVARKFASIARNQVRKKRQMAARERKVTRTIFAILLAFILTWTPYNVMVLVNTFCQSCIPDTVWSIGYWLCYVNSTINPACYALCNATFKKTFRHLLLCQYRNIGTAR
IDE inh – cellular human IDE inhibition; inhibition, % at 5.59 µM; HEK cells, FAbetaB cleavage, fluorescence polarization; P14735; AID 434962; 320,000 tested, 0.41% active;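 active means percent inhibition above the average of all tested compounds plus 3 SD, set per screening campaign, cut at about 16% in these data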;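 further: IDE supplied by intact live HEK cells; FP after avidin binding of uncleaved biotin substrate so inhibition keeps polarization high; 0% = DMSO wells and 100% = 60 µM reference IDE inhibitor Ii1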
p-CIP stab down – p/CIP protein destabilization | Q05BA5 | F442A p/CIP-EGFP cells, EGFP fluorescence, 16 h | decrease of EGFP signal, % at 10 µM | 290,000 tested, 0.01% active | AID 1984;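 active means EGFP signal decrease of at least 30% at 10 µM or well 3 SD below plate mean, unless failing retest; inactive means the rest, including hits failing retest or dose response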; further: some compounds called inactive have numbers as strong as hits; many of its hits are not listed in these tables
IDE cell activ – IDE (human) activation, cell-based; HEK cells, FAbeta-B cleavage, fluorescence polarization; 0% vehicle, 100% cell-free pure enzyme wells; 340,000 tested, 0.073% active; P14735; activation, % at 5.96 µM;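 active means activation above the mean of all tested compounds plus 3 SD, set per screening campaign, cut at about 17% in these data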
Active calls of the source: *; / = not tested or not shown.

SMILES	PHOSPHO1 block	GalR3 antag	MEKK3 PB1 HTS	CRFBP-R2 agonist	CRFBP-R2 block	M4 PAM	IDE inh	p-CIP stab down	IDE cell activ
CCCN(CCC)CCCNS(=O)(=O)c1cc(Br)cc2c1N(C(C)=O)CC2	50.0	-4.5	100.0	0.3	-1.9	9.0	0.5	-1.6	1.8
O=C(COc1ccccc1Cl)N1CCN(c2ccc([N+](=O)[O-])c(N3CCOCC3)c2)CC1	36.3	-6.8	108.0	0.2	-15.2	2.8	3.1	0.2	0.3
N#Cc1ccc(NC(=S)Nc2ccccc2)cc1	12.6	-2.5	103.0	1.2	13.9	8.6	3.6	2.8	-3.1
COc1ccc(C(=O)Nc2c(N)nc(SCC(=O)c3ccccc3)[nH]c2=O)cc1	2.8	-5.9	104.0	-0.6	2.2	-0.4	2.7	-21.2	-3.7
Cc1cc(=O)nc2c3ccccc3n(C(C)C(=O)NCCC(C)C)n12 (configuration not stated)	-0.3	-4.5	99.0	-5.0	10.8	9.4	-4.2	-2.4	4.6
O=S(=O)(NCc1ccccc1F)c1cccc(S(=O)(=O)N2CCOCC2)c1	40.7	-5.7	93.0	-6.0	7.5	-6.9	1.7	-7.7	4.6
Nc1ccc(Nc2nc(-c3cc4ccccc4oc3=O)cs2)cc1	-3.4	-2.2	99.0	-7.2	8.4	-0.4	0.4	-8.3	4.2
COc1ccc(N(C)C(=O)C2CCCN2S(=O)(=O)c2cccc3nsnc23)cc1 (configuration not stated)	42.2	-6.5	101.0	5.0	0.2	-1.9	-4.0	-5.7	3.1
CC(C)(C)c1csc(NC(=O)Nc2ccccc2)n1	19.9	-5.9	114.0	13.4	-74.5	2.2	-4.7	-4.8	-1.1
Cc1cccc(NC(=S)NC2CC3CCCC(C2)N3Cc2cccs2)c1 (configuration not stated)	44.8	-11.0	/	2.8	-12.2	1.6	8.6	-3.2	5.1
COc1cc2nc(N3CCN(C(=O)OCc4ccccc4)[C@H](C(=O)NC(C)(C)C)C3)nc(N)c2cc1OC	/	/	/	-0.1	21.6	-2.5	-3.9	/	6.7
Fc1ccccc1Cn1nnc2c(NCc3ccccn3)ncnc21	35.8	-6.7	104.0	-1.4	-12.5	-0.1	3.0	-5.6	-2.4
Cc1nc2ccccc2c(=O)n1NC(=O)c1cccc([N+](=O)[O-])c1	8.4	-3.9	104.0	-2.8	-0.3	8.9	9.4	-10.8	4.5
CC1(C)Cc2ccccc2-c2nc(NCCCO)[nH]c(=O)c21	3.2	0.4	87.0	-0.3	-13.8	-1.6	1.9	-7.5	4.0
NC(=O)c1ccc(NC(=O)COC(=O)CC23CC4CC(CC(Br)(C4)C2)C3)cc1	/	-2.5	/	1.2	-5.1	6.8	-1.7	/	6.0
O=C(CCCOc1ccc(Cl)cc1Cl)n1nnc2ccccc21	24.2	-5.3	90.0	5.6	-79.6	1.6	1.8	-10.3	3.7
Cc1cc(C)cc(NC(=O)C2C3C=CC4(O3)C2C(=O)N(CCCN(C)C)C4C(=O)NC2CCCC(C)C2C)c1 (configuration not stated)	0.1	-5.4	98.0	1.5	-3.2	11.8	2.9	4.7	-2.1
O=C(CCc1nc2ccccc2s1)N1CCN(c2ccccc2)CC1	9.5	-6.3	109.0	0.2	6.7	-8.4	-0.8	-27.2	-4.5
CC(=O)c1cccc(NCC(=O)N2CCN(S(=O)(=O)c3ccccc3)CC2)c1	/	-3.7	/	-0.2	4.7	1.5	1.2	/	2.7
CCC(C)(C)n1nnnc1C(c1cc2ccc(OC)cc2[nH]c1=O)N1CCc2ccccc21 (configuration not stated)	12.5	-5.9	90.0	2.0	-12.4	1.1	-1.7	-4.0	2.6
CCOC(=O)N1CCN(C(=O)c2ccc3c(c2)NC(=O)/C(=C\c2ccc(OC)c(OC)c2)S3)CC1	37.5	-5.7	100.0	-1.3	-8.8	-18.7	7.5	-5.5	0.7
COc1cccc(C(=O)C2CCCN(Cc3cn(C)nc3-c3ccccc3)C2)c1 (configuration not stated)	9.3	-5.3	100.0	-1.8	-20.4	-3.4	5.2	-12.4	2.3
Cc1ccc2c(c1)[nH]c1c(=O)n(CCCN3CCOCC3)cnc12	-3.3	-2.4	103.0	0.4	7.3	-0.4	-1.6	-5.3	-1.7
COc1ccc(S(=O)(=O)N2CCCC2C(=O)NCc2cccs2)cc1 (configuration not stated)	-14.7	-5.2	101.0	0.5	7.5	-2.7	3.7	-11.2	3.0
CSc1nccn1C(=O)c1ccccc1[N+](=O)[O-]	/	-5.8	105.0	0.3	-7.5	-3.8	3.1	-9.5	1.4

Further structures follow:
SMILES	PHOSPHO1 block	GalR3 antag	MEKK3 PB1 HTS	CRFBP-R2 agonist	CRFBP-R2 block	M4 PAM	IDE inh	p-CIP stab down	IDE cell activ
COc1cccc(/C=C/C2=CC(C)(C)NC(=S)N2)c1	-118.0	-3.9	98.0	-0.3	15.0	9.6	4.9	6.4	-13.2
CCC(Sc1ncccc1C(=O)OC(C)C)C(=O)NCc1ccco1 (configuration not stated)	27.1	-6.2	92.0	-2.3	-3.6	-1.6	-0.1	-3.1	6.0
CC(C)(C)C(=O)N1CCN(c2nc3ccc(Cl)cc3s2)CC1	28.6	-7.2	96.0	-0.1	8.2	-4.2	9.4	4.8	-8.2
O=C(COC(=O)Cn1nnc2ccccc21)NC1CCCC1	31.0	-10.0	102.0	-0.1	3.3	-3.7	-3.2	-17.0	0.1
CCOC(=O)/C=C1/SCC(=O)N1CCOc1cccc(Br)c1	/	-5.9	/	-3.1	9.0	8.7	/	/	-5.3
Cc1ccc(CNC(=O)CCS(=O)(=O)c2cccc3nsnc23)cc1	14.6	-0.4	113.0	-2.6	-3.4	1.4	-0.7	2.9	1.1
O=C(c1cccc(C(=O)N2CCN(c3ccccc3)CC2)c1)N1CCN(c2ccccc2)CC1	22.3	-6.0	101.0	-1.9	-0.3	-11.7	-1.1	8.4	-4.3
Cc1occc1C(=O)n1cnc2ccccc21	8.9	/	101.0	/	/	/	1.8	-2.8	/
COc1ccc(C(=O)NC(C)c2ccncc2)cc1S(=O)(=O)N(C)Cc1ccccc1 (configuration not stated)	/	11.8	/	-1.1	9.6	-0.3	1.2	/	1.7
COc1cc([N+](=O)[O-])cc(/C=N/NC(=O)C(C)Nc2ccccc2C)c1O (configuration not stated)	-7.1	-0.6	102.0	-1.9	7.9	0.5	1.3	-7.6	-1.4
Cc1ccc(C)c2[nH]c(=O)c(CN(Cc3cccs3)C(=S)NCc3ccco3)cc12	-15.4	5.4	137.0*	1.4	8.8	0.1	0.0	-12.7	3.4
O=C(Cc1ccc(S(=O)(=O)N2CCOCC2)s1)N(Cc1ccccc1)c1ccccc1	/	-4.1	/	-0.1	6.9	-9.3	12.4	/	-1.8
CC[C@@H](CCC=C(C)C)C(=O)N(Cc1ccccc1)c1ccccc1	/	-5.0	/	-1.4	6.2	-0.3	9.7	/	2.3
O=C(COC(=O)CCc1nc2ccccc2c(=O)[nH]1)NC1CCS(=O)(=O)C1 (configuration not stated)	9.5	0.6	98.0	0.0	-5.0	0.8	1.4	3.0	-6.1
C[C@@]12C(=O)Nc3ccc(Cl)cc3C(=O)N1[C@H]1c3cc(Br)ccc3OC[C@@H]1[C@@H]2c1ccccc1	/	-8.6	/	1.2	5.6	-5.7	5.9	/	2.4
Cc1ccc(Cn2c(CN3CCN(C(=O)c4ccco4)CC3)nc3c2c(=O)n(C)c(=O)n3C)cc1	26.1	-2.1	/	-0.3	-12.1	3.8	2.5	-21.5	-1.1
CC(CN1CCCCC1)NC(=O)c1cc(-c2ccccn2)nc2ccc(Cl)cc12 (configuration not stated)	37.8	2.1	101.0	1.2	-1.6	-2.0	-0.7	-5.2	1.3
CCOC(=O)C1=C(C)N(CCCC(=O)O)C(=O)NC1c1ccccc1 (configuration not stated)	/	-1.7	106.0	-0.5	-1.1	5.1	1.7	/	6.1
CCOc1ccc(NC(=O)CN2CCN(CC(=O)Nc3ccc(OC)cc3OC)CC2)cc1	26.5	-7.5	106.0	-0.2	-9.6	6.6	0.9	-13.0	-1.0
CCN(CC)c1ccc(/C=C(/C#N)c2nc3ccc(C)cc3[nH]2)c(OC(C)C)c1	-9.1	-6.2	115.0	175.9*	-180.4	-35.4	136.2*	-764.8	-113.0
COc1ccccc1N1CCN(CC(=O)Nc2cccc(F)c2)CC1	27.9	-1.8	103.0	1.3	-7.1	-4.7	2.0	5.3	-0.4
COc1cccc(/C=C/C(=O)OCC(=O)c2ccc3c(c2)NC(=O)CO3)c1	/	-5.2	/	1.2	1.2	17.7	6.6	/	1.8
CCNS(=O)(=O)c1ccc(NC(=O)Nc2cc(C)ccc2OC)cc1	28.3	-6.5	104.0	1.1	-8.8	-4.9	-3.0	1.8	4.5
C=CCn1c(Cc2cccs2)nnc1SCC(=O)c1ccc(F)cc1	55.3	-1.4	98.0	-0.3	-23.3	0.2	2.3	-1.2	-2.2
CCOc1ccc(N(CC(=O)NCCc2ccccc2)C(=O)CCC(=O)Nc2nccs2)cc1	46.2	-7.2	105.0	-0.3	-30.6	-8.4	0.6	0.7	5.8

Going on with the list.
SMILES	PHOSPHO1 block	GalR3 antag	MEKK3 PB1 HTS	CRFBP-R2 agonist	CRFBP-R2 block	M4 PAM	IDE inh	p-CIP stab down	IDE cell activ
C/C(=N\NC(=O)Cc1cccc2ccccc12)c1ccncc1	14.7	-11.0	114.0	-3.6	-23.7	11.4	4.5	-2.8	0.9
COc1cc2cnc(-c3ccccc3)c(-c3cc(OC)c(OC)c(OC)c3)c2cc1OC	/	5.7	/	-7.3	10.4	-2.9	1.7	/	-2.9
Cc1ccnc(NS(=O)(=O)Cc2ccccc2)c1	20.3	-7.7	115.0	0.8	-5.5	-0.9	9.7	1.2	-0.1
Nc1ncnc2c1ncn2[C@@H]1O[C@H](COP(=O)(O)OP(=O)(O)OP(=O)(O)O)[C@@H](O)[C@H]1O	/	/	/	15.9	-5.4	10.1	2.7	/	-3.4
Cn1nnnc1SCCNC(=O)C1CCC(=O)N(Cc2cccc(C(F)(F)F)c2)C1 (configuration not stated)	/	-6.7	/	-0.7	9.6	7.0	/	/	/
COc1ccccc1C(=O)Nc1ccc(Br)cc1C	18.3	-0.9	99.0	0.4	12.9	8.8	3.6	-4.7	-0.1
Cc1ccccc1N1CCN(CCCN2C(=O)C3CCCCN3C2=O)CC1 (configuration not stated)	/	-7.2	97.0	-0.1	5.9	11.9	4.1	-3.8	-3.1
Cn1c(SCC(=O)N2CCN(S(=O)(=O)c3ccc(Cl)cc3)CC2)nc2ccccc21	39.5	-5.3	133.0*	-0.5	-2.4	-11.0	0.1	-4.8	-0.9
O=C(NCCCN1CCN(CCCNC(=O)c2ccc3c(c2)OCO3)CC1)c1ccc2c(c1)OCO2	2.1	-2.1	103.0	-4.9	28.9	-9.2	-2.9	-5.8	1.2
COc1cc(CCC(=O)Nc2ccc(S(=O)(=O)NC3=NCCCCC3)cc2)cc(OC)c1OC	3.5	-6.8	95.0	2.0	4.1	-3.8	0.5	-16.8	-0.8
Fc1ccc(NCc2nnc(SCc3nnc(-c4ccccc4)o3)n2CC2CCCO2)cc1 (configuration not stated)	-3.3	-3.7	124.0*	-1.3	6.1	0.3	6.5	-14.4	1.2

Only GalR3 antag, for some of the entries so far:
compound,GalR3 antag
Cc1ccccc1N1CCN(CCCN2C(=O)C3CCCCN3C2=O)CC1 (configuration not stated),-7.2
Cn1c(SCC(=O)N2CCN(S(=O)(=O)c3ccc(Cl)cc3)CC2)nc2ccccc21,-5.3
O=C(NCCCN1CCN(CCCNC(=O)c2ccc3c(c2)OCO3)CC1)c1ccc2c(c1)OCO2,-2.1
